Screens deposited in PubChem by several laboratories.
PLAP inhibitors HTS – inhibition of human placental alkaline phosphatase – biochemical, luminescence, HTS (AID 690). one-dose inhibition, % at 20 µM; IC50 in µM for titrated hits. purified PLAP, luminescent substrate; higher % means a stronger effect. actives 0.08% (n = 96,000); in the data active means a potency from the dose series; inactive means the rest, 99 in 100 with inhibition below about 30%; further: strong numbers were not always called active
MRP reversal – compounds reversing MRP-mediated drug resistance | H69AR cells + 2 uM doxorubicin, CellTiter-Glo, 72 h | differential viability (reversal), % at 10 µM | AID 602 | actives 0.04% (n = 85,000);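 active means viability drop by adding the cancer drug above about 55%, with treated viability meeting a 40% cutoff, limit read from the data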;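 further: viability without doxorubicin minus viability with 2 µM doxorubicin for each compound; larger differential means the compound sensitizes cells more to doxorubicin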
IL1B NFkB inh – blocks IL-1B driven NFkB nuclear translocation in HUVEC cells | HUVEC IL-1B NFkB p65 nuclear translocation imaging | actives 0.43% (n = 94,000) | AID 796 | inhibition, % at 2 µM;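 active means inhibition above about 30% together with a positive call from visual inspection of the well image, limit read from the data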;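 further: nuclear over cytoplasmic p65 intensity ratio measured by imaging; 0% = IL-1B stimulated DMSO wells and 100% = unstimulated DMSO wells; values of inactives mirror those of a sister screen read the other way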
Bcl-B displacement – displacers of TR3 peptide from Bcl-B, primary screen, selectivity assay for Bfl-1 inhibitor project, biochemical, fluorescence polarization | displacement, % at 20 µM; hits with a dose series show IC50 in µM | AID 748 | FP displacement of FITC-TR3 peptide from Bcl-B; higher % means a stronger effect | actives 0.11% (n = 96,000);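 active means displacement above 50% at 20 µM plus a fluorescence interference ratio under 1.5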;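 further: plate controls were wells without compound for no effect and wells lacking Bcl-B protein for full effect; a part of the inactive calls stands beside numbers as strong as those of hits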
IL1B NFkB pot – enhances IL-1B driven NFkB nuclear translocation. HUVEC IL-1B NFkB p65 nuclear translocation imaging. activation, % at 2 µM. actives 0.3% (n = 94,000). AID 819;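 active means activation above 40%, about the mean plus 3 SD, also judged a hit on visual image review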;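 further: percent activation is computed from the nuclear over cytoplasmic p65 intensity ratio; values of inactives mirror those of a sister screen read the other way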
MRP reversal cytotoxicity – second read-out of MRP reversal, no call of its own (marks repeat the call); viability, %; H69AR cells, CellTiter-Glo, 72 h; measured here: cytotoxicity without doxorubicin
MRP reversal with doxorubicin – also measured in MRP reversal; calls as there; viability, %; measured here: viability with 2 uM doxorubicin; stronger effect = lower value
IL1B NFkB inh cell count 2 µM – second read-out of IL1B NFkB inh, no call of its own (marks repeat the call); cell count; measured here: cells passing quality filter;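 raw number of nuclei counted in each imaged well without normalization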
IL1B NFkB pot cell count 2 µM – second read-out of IL1B NFkB pot, no call of its own (marks repeat the call); cell count; measured here: cells passing quality filter
The depositor's hits bear a star; nt = no result given. Not all compounds are listed; rates above refer to the full screens.

SMILES	PLAP inhibitors HTS	MRP reversal	MRP reversal cytotoxicity	MRP reversal with doxorubicin	IL1B NFkB inh	IL1B NFkB inh cell count 2 µM	Bcl-B displacement	IL1B NFkB pot	IL1B NFkB pot cell count 2 µM
Cc1ccc(S(=O)(=O)NC2(C(=O)O)CCCCC2)cc1	-1%	10	109	99	-16	163	-2%	16	163
c1ccc(N2CCOCC2)c(Nc2nc3ccccc3n3cnnc23)c1	-75%	-23	47	70	-11	203	1%	11	203
O=C(O)C1CCC(=O)N(C2CC2)C1c1ccccc1 (centres undefined)	4%	nt	nt	nt	7	114	-5%	-7	114
CCOc1cc(/C=N/O)cc(Br)c1OCC	nt	-1	67	68	-10	153	nt	10	153
CCOc1ccccc1OCC(=O)Nc1ccc(S(=O)(=O)Nc2ncccn2)cc1	nt	-6	88	94	-7	177	nt	7	177
COc1cc(CNn2c(C)n[nH]c2=S)cc(Cl)c1OCc1ccccc1	-10%	nt	nt	nt	3	89	0%	-3	89
N/C(=N\OC(=O)c1ccco1)c1ccc(Br)cc1	20%	-2	89	92	-5	146	-3%	5	146
O=C(NC(CO)(CO)CO)c1coc(=O)c(Br)c1	-3%	nt	nt	nt	10	112	-16%	-10	112
O=S(=O)(c1ccc(F)cc1)N1CCN(CC(O)COCc2cccs2)CC1 (centres undefined)	-56%	3	93	90	nt	nt	4%	nt	nt
CC(C)c1ccc(-c2c(C#N)c(N)nc3c2CCCCC3)cc1	-22%	10	89	79	-7	94	-16%	7	94
COc1cc2c(cc1OC)C(c1ccc(-c3ccc(Cl)cc3Cl)o1)=NCC2	4%	nt	nt	nt	3	124	2%	-3	124
CC(C)c1ccc(CNc2cc(N3CCCC3)ccc2[N+](=O)[O-])cc1	5%	nt	nt	nt	5	185	1%	-5	185
COc1ccc(N2CC(C)Cn3c2nc2c3c(=O)[nH]c(=O)n2C)cc1 (centres undefined)	10%	-17	71	88	-3	108	-7%	3	108
C=COCCNC(=O)C(=O)NC(C)C	0%	nt	nt	nt	-7	109	-4%	7	109
O=C(c1cc(-c2cccc(O)c2)on1)N1CCOCC1	-4%	11	97	86	nt	nt	-1%	nt	nt
CCSc1ncc(Cl)c(C(=O)N(Cc2ccc(N(C)C)cc2)C2CCS(=O)(=O)C2)n1 (centres undefined)	-27%	nt	nt	nt	0	147	-3%	0	147
OC(COc1cccc2ccccc12)CN1CCN(c2ccccn2)CC1 (centres undefined)	-50%	2	86	85	nt	nt	-5%	nt	nt
CC(c1ccccc1)N1CNc2c(c(=O)n(C)c(=O)n2C)C1 (centres undefined)	14%	4	103	99	0	127	-5%	0	127
C=CCn1c(=O)c2ccccc2n2c(SCc3cc(=O)n4ccsc4n3)nnc12	8%	31	85	55	-16	124	6%	15	124
O=C1c2ccccc2C(=O)N1CCc1nn[nH]n1	-10%	-4	92	96	-5	142	0%	5	142
Cc1ccc(-c2nnn(CC(=O)N(Cc3ccccc3)C(C(=O)NC3CCCC3)c3ccncc3)n2)o1 (centres undefined)	-55%	-4	87	91	-2	125	-18%	2	125
COc1ccc(OC)c(C2=C[N+](=O)C(C)(C)C(C)(C)N2[O-])c1	2%	-5	100	105	3	124	-4%	-3	124
Cc1cccc(N(C2C=CS(=O)(=O)C2)S(=O)(=O)c2ccccc2)c1 (centres undefined)	23%	9	77	69	3	61	-4%	-3	61
COCCN(Cc1ccccc1)P(=O)(O)c1ccccc1OCC(=O)O	-49%	5	94	89	-8	160	-1%	8	160
CCc1ccc(O)c(N=Cc2ccccc2O)c1	-3%	-14	59	73	-16	86	-18%	15	86
SMILES	PLAP inhibitors HTS	MRP reversal	MRP reversal cytotoxicity	MRP reversal with doxorubicin	IL1B NFkB inh	IL1B NFkB inh cell count 2 µM	Bcl-B displacement	IL1B NFkB pot	IL1B NFkB pot cell count 2 µM
O=c1cc(CSc2nnnn2-c2ccccc2)nc(Nc2ccc(F)cc2)[nH]1	10%	8	88	79	-9	160	-2%	9	160
CN1CCN(C(=O)C2C3C=CC(C3)C2C(=O)O)CC1 (centres undefined)	21%	-7	81	89	8	186	10%	-7	186
CN(C)S(=O)(=O)c1cc([N+](=O)[O-])ccc1N1CCCCCC1	-7%	nt	nt	nt	-11	155	1%	11	155
Cc1ccc(N=Nc2c(C)[nH][nH]c2=O)c(C)c1	16%	-30	24	54	6	133	11%	-6	133
Cc1ccc2nc(NC(=O)CN3CCOCC3)sc2c1	-11%	14	100	86	1	123	-4%	-1	123
Cc1nn(C(C)C(=O)NNC(=S)Nc2ccc(F)cc2)c(C)c1[N+](=O)[O-] (centres undefined)	-198%	nt	nt	nt	-12	154	-5%	12	154
CC1CC(C)CN(C(=O)CSc2nnc(CSc3ncccn3)n2C)C1 (centres undefined)	12%	-14	97	111	-7	171	2%	7	171
Cc1c(NC(=O)N2CCCCCC2)c(=O)n(-c2ccccc2)n1C	14%	-2	94	96	11	99	0%	-11	99
Cc1ccc(SCc2cc(=O)[nH]c(N3CCN(Cc4ccc5c(c4)OCO5)CC3)n2)cc1	14%	12	60	48	2	146	0%	-2	146
CCOc1ccc(NS(=O)(=O)c2ccc(SC)cc2)cc1	nt	11	101	90	-13	144	nt	13	144
CCn1c(SCC(=O)c2ccccc2)nnc1-c1cc2cc(Br)ccc2o1	-3%	4	79	75	4	74	8%	-4	74
CCCC(=O)OCCNC(=O)c1cc2ccccc2oc1=O	-9%	0	99	99	8	107	-6%	-7	107
Cn1c(C(=O)N2CCCC(C(=O)NCCc3ccccc3)C2)cc2sccc21 (centres undefined)	-58%	-38	46	84	-35	56	-1%	35	56
COc1ccc(C(=O)CSc2nnc(-c3ccco3)n2C)cc1	21%	13	93	80	-10	171	-13%	10	171
CCN1CCN(Cc2cccc(Oc3ccc(Cl)cc3)c2)CC1	-70%	-6	47	53	-1	152	-2%	1	152
CCCCOCC(O)CN1CCN(C(C)=O)CC1 (centres undefined)	17%	-10	99	110	-7	171	-3%	7	171
COc1ccc(C2C(C#N)=C(N)N(c3cccnc3)C3=C2C(=O)CCC3)cc1Cn1cc([N+](=O)[O-])cn1 (centres undefined)	-18%	nt	nt	nt	9	57	-149%	-9	57
Cc1ccc(-c2nnc(-n3nnc4ccccc43)c3ccccc23)cc1	-17%	nt	nt	nt	-12	155	-2%	12	155
CNc1nc(SCc2ccc(C)cc2)nc2c1CCCC2	19%	nt	nt	nt	42*	145*	3%	-42	145
CCOC(=O)c1cnc2c(C(=O)OC)cccc2c1NCCN1CCOCC1	-51%	-10	59	70	-26	135	0%	26	135
CCC(C)N(CCNC(=O)CC1Oc2ccc(C)cc2NC1=O)C1CCCCC1 (centres undefined)	-15%	6	82	76	-2	200	11%	2	200
CCC(C)(C)n1nnnc1C(c1cc2cc(C)cc(C)c2[nH]c1=O)N1CCN(Cc2ccc3c(c2)OCO3)CC1 (centres undefined)	-57%	3	9	6	-3	171	-22%	3	171
COc1ccc(CNC(=O)c2c(C)cc(=O)oc2C)cc1OC	-6%	12	98	86	nt	nt	-10%	nt	nt
CC1(C)CC(=O)C(C(=O)/C=C/NCCc2ccccc2)C(=O)C1	-33%	1	96	95	-7	75	7%	7	75
O=C(CSc1nnc2scc(-c3ccc(F)cc3)n12)NCc1ccco1	9%	nt	nt	nt	nt	nt	21%	nt	nt

Copied from the listing for reference:
SMILES	PLAP inhibitors HTS	MRP reversal	MRP reversal cytotoxicity	MRP reversal with doxorubicin	IL1B NFkB inh	IL1B NFkB inh cell count 2 µM	Bcl-B displacement	IL1B NFkB pot	IL1B NFkB pot cell count 2 µM
Cc1ccc(N=Nc2c(C)[nH][nH]c2=O)c(C)c1	16%	-30	24	54	6	133	11%	-6	133
Cc1ccc2nc(NC(=O)CN3CCOCC3)sc2c1	-11%	14	100	86	1	123	-4%	-1	123
Cc1nn(C(C)C(=O)NNC(=S)Nc2ccc(F)cc2)c(C)c1[N+](=O)[O-] (centres undefined)	-198%	nt	nt	nt	-12	154	-5%	12	154
CC1CC(C)CN(C(=O)CSc2nnc(CSc3ncccn3)n2C)C1 (centres undefined)	12%	-14	97	111	-7	171	2%	7	171
Cc1c(NC(=O)N2CCCCCC2)c(=O)n(-c2ccccc2)n1C	14%	-2	94	96	11	99	0%	-11	99
Cc1ccc(SCc2cc(=O)[nH]c(N3CCN(Cc4ccc5c(c4)OCO5)CC3)n2)cc1	14%	12	60	48	2	146	0%	-2	146
CCOc1ccc(NS(=O)(=O)c2ccc(SC)cc2)cc1	nt	11	101	90	-13	144	nt	13	144
CCn1c(SCC(=O)c2ccccc2)nnc1-c1cc2cc(Br)ccc2o1	-3%	4	79	75	4	74	8%	-4	74
CCCC(=O)OCCNC(=O)c1cc2ccccc2oc1=O	-9%	0	99	99	8	107	-6%	-7	107
Cn1c(C(=O)N2CCCC(C(=O)NCCc3ccccc3)C2)cc2sccc21 (centres undefined)	-58%	-38	46	84	-35	56	-1%	35	56
COc1ccc(C(=O)CSc2nnc(-c3ccco3)n2C)cc1	21%	13	93	80	-10	171	-13%	10	171
CCN1CCN(Cc2cccc(Oc3ccc(Cl)cc3)c2)CC1	-70%	-6	47	53	-1	152	-2%	1	152
CCCCOCC(O)CN1CCN(C(C)=O)CC1 (centres undefined)	17%	-10	99	110	-7	171	-3%	7	171
COc1ccc(C2C(C#N)=C(N)N(c3cccnc3)C3=C2C(=O)CCC3)cc1Cn1cc([N+](=O)[O-])cn1 (centres undefined)	-18%	nt	nt	nt	9	57	-149%	-9	57
Cc1ccc(-c2nnc(-n3nnc4ccccc43)c3ccccc23)cc1	-17%	nt	nt	nt	-12	155	-2%	12	155
CNc1nc(SCc2ccc(C)cc2)nc2c1CCCC2	19%	nt	nt	nt	42*	145*	3%	-42	145
CCOC(=O)c1cnc2c(C(=O)OC)cccc2c1NCCN1CCOCC1	-51%	-10	59	70	-26	135	0%	26	135
CCC(C)N(CCNC(=O)CC1Oc2ccc(C)cc2NC1=O)C1CCCCC1 (centres undefined)	-15%	6	82	76	-2	200	11%	2	200
CCC(C)(C)n1nnnc1C(c1cc2cc(C)cc(C)c2[nH]c1=O)N1CCN(Cc2ccc3c(c2)OCO3)CC1 (centres undefined)	-57%	3	9	6	-3	171	-22%	3	171

(continued)
SMILES	PLAP inhibitors HTS	MRP reversal	MRP reversal cytotoxicity	MRP reversal with doxorubicin	IL1B NFkB inh	IL1B NFkB inh cell count 2 µM	Bcl-B displacement	IL1B NFkB pot	IL1B NFkB pot cell count 2 µM
CCOC(=O)c1[nH]c(C)c(C(=O)NCc2ccc(C)cc2)c1C	4%	12	91	79	-8	191	16%	8	191
CCn1c(C)nc2cc(C(=O)n3cc(C(=O)c4cc(F)ccc4O)cn3)ccc21	-105%	11	100	88	nt	nt	1%	nt	nt
O=[N+]([O-])c1ccc(Cl)c(/C=N/N2CCN(C3c4ccccc4-c4ccccc43)CC2)c1	11%	nt	nt	nt	-7	154	-5%	7	154
COc1ccc(-n2nnc3c(=O)n(Cc4cccc(C)c4)cnc32)cc1	-4%	5	99	94	3	119	0%	-3	119
CC(=O)NC(c1ccccc1)c1nc2ccccc2[nH]1 (centres undefined)	6%	10	102	92	10	131	-4%	-10	131
O=C(CN(CC1CCCO1)C(=O)CNS(=O)(=O)c1ccc(Cl)cc1)NCCc1ccccc1 (centres undefined)	-4%	-3	82	85	-6	135	-5%	6	135
CCCCCCc1cc2cc(-c3nnc(-c4ccccc4)o3)c(=O)oc2cc1O	-49%	1	9	8	12	61	-63%	-12	61
CCOC(=O)c1ccc2nc(NC(NC(C)=O)(C(=O)OC)C(F)(F)F)sc2c1 (centres undefined)	-9%	nt	nt	nt	2	85	-6%	-3	85
CCOC(=O)N1CCN(CC(=O)Nc2ccc(C)c(Br)c2)CC1	-45%	2	91	89	-4	175	-11%	4	175
CSc1ccc(C2C(C#N)=C(N)N(c3ccccc3)C3=C2C(=O)CCC3)cc1 (centres undefined)	-46%	36	82	46	nt	nt	0%	nt	nt
COC(=O)c1ccc(CSc2ncnc3ccccc23)o1	13%	-11	43	54	-24	185	-1%	24	185
